S100A4 inh HTS: inhibitors of S100A4-myosin IIA peptide binding, primary screen, biochemical, fluorescence polarization, TAMRA-MyoIIA peptide; Protein S100-A4 (Homo sapiens), P26447; inhibition, % at 10.7 µM; 360,000 tested, 0.14% active; AID 652163, 2013;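 active = mean inhibition of at least 70% across replicates, with every replicate also reaching that level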
Target sequence (P26447 whole entry, looked up): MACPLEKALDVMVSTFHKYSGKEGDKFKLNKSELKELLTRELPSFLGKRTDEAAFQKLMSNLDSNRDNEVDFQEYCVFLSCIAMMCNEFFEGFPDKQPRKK
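System – human S100A4 monomer protein, biochemical binding assay · Buffer or medium – Calcium-containing HEPES buffer, pH 7.2 · Timing – 5 min between mix addition and reading · Also added – TAMRA-labelled myosin IIA heavy-chain peptide probe, 5 nM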
PglD DTNB: C. jejuni PglD acetyltransferase inhibitors, primary screen, biochemical, DTNB colorimetric, single point. purified PglD enzyme, DTNB colorimetric CoA detection. UDP-N-acetylbacillosamine N-acetyltransferase PglD (Campylobacter jejuni). 360,000 tested, 0.098% active. inhibition, % at 12.5 µM. AID 602405, 2012; in the data active = inhibition above about 16%, passing the limit was not always enough; note: strong numbers were not always called active
LGR2 antag: inhibitors of bursicon-induced LGR2 CRE-luciferase signal, primary screen, cell-based, HEK293, CRE-luciferase reporter, bursicon stimulation; Drosophila bursicon receptor LGR2 (rickets); 380,000 tested, 0.35% active; bursicon-stimulated, 4 h; inhibition, % at 9.99 µM;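 active = drop in luminescence signal, shown as inhibition above about 50% in the replicate tests, limit read from the data, passing the limit was not always enough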;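 note: agonist challenge used bursicon conditioned medium at about half maximal strength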
PGC1a acetyl inh: inhibitors of PGC1a acetylation signal, primary screen, cell-based, U2OS, AlphaScreen, inhibitor mode. 350,000 tested, 0.17% active. AlphaScreen anti-acetyl-lysine; with virally co-expressed GCN5 acetyltransferase. inhibition, % at 15.6 µM;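 active = every replicate shows inhibition of at least 40%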;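 note: 0% = neutral control wells and 100% = positive control wells; some results beyond the cut were filed as inactive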
ERAP1 inh: human ERAP1 aminopeptidase inhibitors, primary screen, biochemical, single point, plate reader. Endoplasmic reticulum aminopeptidase 1 (Homo sapiens), Q9NZ08. recombinant ERAP1, Leu-AMC fluorescence, 60 min. inhibition, % at 10.7 µM. 340,000 tested, 0.15% active. AID 652197, 2013;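 active = mean replicate inhibition of at least 30%, or all replicates individually reaching that 30% level; inactive = mean below 30% and not every replicate reaching it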;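 note: 0% = neutral control wells and 100% = L-leucinethiol positive control wells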
Target sequence (Q9NZ08 whole entry, looked up): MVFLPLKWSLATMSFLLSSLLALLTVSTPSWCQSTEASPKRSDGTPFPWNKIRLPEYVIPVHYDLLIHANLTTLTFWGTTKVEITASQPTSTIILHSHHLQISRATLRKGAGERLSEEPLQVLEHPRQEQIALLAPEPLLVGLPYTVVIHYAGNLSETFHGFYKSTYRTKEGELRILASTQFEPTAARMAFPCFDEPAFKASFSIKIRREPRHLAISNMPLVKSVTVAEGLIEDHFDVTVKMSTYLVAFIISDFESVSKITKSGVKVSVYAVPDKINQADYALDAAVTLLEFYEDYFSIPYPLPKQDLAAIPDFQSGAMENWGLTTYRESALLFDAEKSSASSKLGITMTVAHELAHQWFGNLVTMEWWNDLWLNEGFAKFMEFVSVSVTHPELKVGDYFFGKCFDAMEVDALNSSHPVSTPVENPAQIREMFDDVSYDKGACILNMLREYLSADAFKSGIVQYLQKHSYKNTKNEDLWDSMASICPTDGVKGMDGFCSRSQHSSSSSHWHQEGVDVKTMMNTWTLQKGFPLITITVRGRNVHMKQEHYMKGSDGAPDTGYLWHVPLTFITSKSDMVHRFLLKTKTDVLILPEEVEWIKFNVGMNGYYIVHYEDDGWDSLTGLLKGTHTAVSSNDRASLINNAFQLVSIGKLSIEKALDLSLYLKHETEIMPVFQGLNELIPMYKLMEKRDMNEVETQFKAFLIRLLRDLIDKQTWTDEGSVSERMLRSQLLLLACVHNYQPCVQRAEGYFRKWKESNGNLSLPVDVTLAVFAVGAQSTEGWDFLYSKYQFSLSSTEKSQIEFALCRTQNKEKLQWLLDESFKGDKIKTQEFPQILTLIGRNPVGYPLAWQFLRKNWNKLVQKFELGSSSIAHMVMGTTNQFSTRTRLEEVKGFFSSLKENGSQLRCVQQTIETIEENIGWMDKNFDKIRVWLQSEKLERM
EWS-Fli inh: EWS/Fli-driven NR0B1 reporter inhibitors, primary screen, A673 cells, NR0B1 luciferase, luminescence, MLPCN library; viability-normalised; inhibition, % at 12.6 µM; 350,000 tested, 0.67% active; AID 651661, 2012;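 active = mean inhibition of at least 50% after viability correction, with every replicate also passing that limit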;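 note: firefly luciferase signal divided by Alamar Blue viability fluorescence both relative to DMSO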
PAX8 reporter: inhibitors of PAX8-driven TPO luciferase reporter, primary screen, RMG-I cells, single concentration; 360,000 tested, 1.2% active; inhibition, % at 12.6 µM; SteadyGlo, 24 h; AID 652154, 2013;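 active = mean replicate inhibition at least 60% with every replicate also reaching 60%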;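 note: luciferase light reporting Pax8 driven TPO promoter activity; plate controls were median of neutral control wells for no effect and mitoxantrone controls for full effect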
FN deposit inh: inhibitors of fibronectin matrix deposition, primary screen, AH1F cells, Alexa488-fibronectin fluorescence, plate reader. AID 743247, 2014. 350,000 tested, 0.086% active. AH1F fibroblasts, overnight. inhibition, % at 12.6 µM;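 active = mean inhibition across replicates of 30% or more, regardless of how many single replicates reach that level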;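 note: positive control wells lacked labelled fibronectin entirely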
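Assay system: AH1F fibroblast monolayer, labelled fibronectin deposition. Amount: 10000 cells per well. Also added: labelled fibronectin 24 nM. Compound: single-point pinned compound. Incubation: cell attachment 1 h, compound and FN exposure overnight. Detection: fluorescence after three HBSS washes, excitation 485 nm, emission 525 nm. Read-out: inhibition of fibronectin deposition signal.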
* hit, by the source's call; / = no result given.

Each structure is followed by: S100A4 inh HTS, PglD DTNB, LGR2 antag, PGC1a acetyl inh, ERAP1 inh, EWS-Fli inh, PAX8 reporter, FN deposit inh
O=C(CCSCCc1ccccn1)Nc1ccc(Br)cc1F
→ /, -11, -12, /, /, -14, -1, /
COc1ccc2[nH]c3c(c2c1)CCN1C(=O)C(CC(=O)NCCN2CCOCC2)C[C@H](C(=O)N(C(C)C)C(C)C)[C@@]31C (some centres undefined)
→ -2, 3, -14, 3, -5, -2, -11, 1
COc1ccc2c(CN3CCN(c4ccccc4F)CC3)cc(=O)oc2c1
→ -5, -3, -14, 2, 4, -23, 2, 3
COC(=O)c1ccc(N2CCCCC2)c(NC(=O)c2ccco2)c1
→ 1, 0, 0, /, 4, 6, -6, 1
CC/C(=N\NC(=O)CSc1ncccn1)c1ccc2c(c1)OCCO2
→ 1, -6, -4, 1, 5, 8, -13, -4
COc1ccc(NC(C)=O)cc1NC(C)C(=O)Nc1ccccc1F (centres undefined)
→ /, 4, /, 4, /, /, -6, 0
Cc1cc(-c2nc(-c3ccc(C(C)(C)C)cc3)no2)no1
→ -7, 2, -47, 5, /, -47, -179, -5
NS(=O)(=O)c1ccc(NC(=O)COC(=O)COc2ccc(Br)cc2)cc1
→ 2, 10, -4, 2, -2, -5, -11, 1
CC(C)C#Cc1ccc2c(c1)O[C@@H](CN(C)Cc1ccncc1)[C@H](C)CN([C@H](C)CO)S2(=O)=O
→ -15, -2, 6, -3, -2, 34, 17, /
N#Cc1ccc(NC(=O)CN2CCN(c3ccccn3)CC2)cc1
→ -5, 20, -6, /, -2, 0, 14, -2
CC(C)CC#Cc1ccc2c(c1)O[C@@H](CN(C)Cc1ccc3c(c1)OCO3)[C@@H](C)CN([C@@H](C)CO)S2(=O)=O
→ 3, -1, -16, -21, -1, 58*, /, 6
COc1ccc(C2(CNC(=O)c3cccs3)CCOCC2)cc1
→ -3, 2, /, -5, 3, -41, -20, 10
COc1ccc(CN=C2NN=C(c3cccc(OC)c3)CS2)cc1
→ -2, /, -12, /, 0, -117, -39, 1
Cc1n[nH]c(C)c1CCCCOc1ccccc1
→ -4, 3, /, /, -4, -2, -13, 3
CCC(=O)Nc1ccc2c(c1)C(=O)N(C)C[C@H](OC)[C@H](C)CN(C(=O)CN1CCOCC1)[C@@H](C)CO2
→ /, /, -3, -12, /, -5, /, 0
CN(C)c1ccc2c(c1)[C@@H]1C[C@@H](CC(=O)NCc3ccccn3)O[C@@H](CO)[C@@H]1O2
→ 31, -1, 0, -13, 1, -10, 20, 5
Fc1ccc2cnc(-c3ccccc3F)cc2c1
→ -3, 4, -44, -2, -1, -126, -73, -3
Cc1ccc(NC(=O)CCNC(=O)Nc2ccccc2)cc1S(=O)(=O)N(C)C
→ -6, 6, -14, -2, -1, 1, -6, -9
CC(CCc1ccccc1)NC(=O)C1CCN(c2nnc(-n3cccc3)s2)CC1 (centres undefined)
→ -9, 3, -4, 6, 2, -20, -19, 0
C[C@H](CO)N1C[C@H](C)[C@H](CN(C)Cc2ccc(C(F)(F)F)cc2)OCc2cn(nn2)CCCC1=O
→ /, /, 0, 7, /, -5, -1, -1
Cc1ccn2cc(C(=O)NC3CCN(Cc4ccccc4)CC3)nc2c1
→ -5, -1, 2, 14, -3, 5, /, /
CCCNC(=O)N(C)C[C@H]1Oc2ncc(/C=C/c3ccccc3)cc2C(=O)N([C@@H](C)CO)C[C@H]1C
→ 41, 15, -9, 1, -3, 4, /, /
COc1ccccc1C(=O)Nc1ccc2c(c1)C(=O)N(C)[C@@H]1CC[C@H](CC(=O)NCc3ccc(Cl)c(Cl)c3)O[C@H]1CO2
→ 13, 5, 11, 1, /, 4, 3, 4
O=C(c1ccccc1-c1nc(-c2ccc(Cl)cc2)no1)N1CCCC1
→ 9, 8, -36, /, 0, -84, /, /
CCOc1ccc(NC(=S)N2CCN(CCN3C(=O)c4cccc5cccc(c45)C3=O)CC2)cc1
→ -1, -6, 6, 3, 1, 13, -6, -8
CN(C)S(=O)(=O)c1ccc(N2CCCC2)c(C(=O)Nc2cccc(F)c2)c1
→ -3, 3, 11, -1, 4, 2, 9, -1
O=C(NCc1ccon1)C1CCC(=O)N(CCc2cccc(F)c2)C1 (centres undefined)
→ -1, -4, 0, -4, 3, 1, -2, -3
O=C(Nc1ccc(F)cc1)N[C@@H]1CC[C@H](CCNS(=O)(=O)c2ccccc2F)O[C@H]1CO
→ -12, 3, 7, -22, -3, 31, /, /
C[C@H](CO)N1C[C@H](C)[C@@H](CN(C)S(=O)(=O)c2ccc(Cl)cc2)Oc2c(NS(=O)(=O)c3ccccc3)cccc2C1=O
→ -35, 3, -18, 3, -5, -2, -5, /
CO[C@H]1CN(C)C(=O)c2cc(NC(=O)c3ccc(F)cc3)ccc2OC[C@@H](C)N(C)C[C@@H]1C
→ -10, -1, 6, /, 0, 1, -6, -5

A different layout for some results above:
structure | S100A4 inh HTS | PglD DTNB | LGR2 antag | PGC1a acetyl inh | ERAP1 inh | EWS-Fli inh | PAX8 reporter | FN deposit inh
CC(CCc1ccccc1)NC(=O)C1CCN(c2nnc(-n3cccc3)s2)CC1 (centres undefined) | -9 | 3 | -4 | 6 | 2 | -20 | -19 | 0
COc1ccc(NC(C)=O)cc1NC(C)C(=O)Nc1ccccc1F (centres undefined) | / | 4 | / | 4 | / | / | -6 | 0
COc1ccc(C2(CNC(=O)c3cccs3)CCOCC2)cc1 | -3 | 2 | / | -5 | 3 | -41 | -20 | 10
CC/C(=N\NC(=O)CSc1ncccn1)c1ccc2c(c1)OCCO2 | 1 | -6 | -4 | 1 | 5 | 8 | -13 | -4
CO[C@H]1CN(C)C(=O)c2cc(NC(=O)c3ccc(F)cc3)ccc2OC[C@@H](C)N(C)C[C@@H]1C | -10 | -1 | 6 | / | 0 | 1 | -6 | -5

Exported tab-delimited: part of the list above
SMILES	S100A4 inh HTS	PglD DTNB	LGR2 antag	PGC1a acetyl inh	ERAP1 inh	EWS-Fli inh	PAX8 reporter	FN deposit inh
O=C(Nc1ccc(F)cc1)N[C@@H]1CC[C@H](CCNS(=O)(=O)c2ccccc2F)O[C@H]1CO	-12	3	7	-22	-3	31	/	/
COc1ccc2c(CN3CCN(c4ccccc4F)CC3)cc(=O)oc2c1	-5	-3	-14	2	4	-23	2	3

Next entries:
Each structure is followed by: S100A4 inh HTS, PglD DTNB, LGR2 antag, PGC1a acetyl inh, ERAP1 inh, EWS-Fli inh, PAX8 reporter, FN deposit inh
N#Cc1c(-c2ccccc2)nc(SCC(=O)Nc2ccccc2)[nH]c1=O
→ /, 4, 4, /, /, /, -1, -8
C[C@H]1CN([C@@H](C)CO)C(=O)c2cc(NC(=O)Nc3ccccc3)ccc2O[C@@H]1CN(C)Cc1ccccc1
→ /, /, -2, 3, /, 3, -15, -1
O=C(O)C1CSC(c2ccccc2Cl)N1C(=O)c1ccc(Cl)cc1 (centres undefined)
→ /, 0, 1, 0, /, /, 12, 12
COc1cc(/C=C2/SC(=S)N(CC(=O)O)C2=O)ccc1OCC(=O)Nc1ccc(C)c(C)c1
→ 3, -5, 2, /, 2, 0, -5, 3
O=S(=O)(NCC(c1ccco1)N1CCOCC1)c1ccc(Cl)cc1 (centres undefined)
→ 0, -3, 20, /, 3, 5, 3, -5
O=C(O)c1cc(/C=C/c2ccc(N3CCOCC3)cc2)nc2ccccc12
→ -9, /, 69*, /, 2, -5, -9, 3
Cc1cc(C(=O)Nc2cccc3c2O[C@@H](CN(C)Cc2ccncc2)[C@@H](C)CN([C@@H](C)CO)C3=O)n(C)n1
→ 0, -6, 12, 4, -3, 7, -10, /
O=C(NCCN1CCOCC1)c1ccc2c(c1)N(Cc1cccc(Cl)c1)C(=O)c1ccccc1S2(=O)=O
→ -1, 2, -2, -19, 2, 7, -2, 1
COCCNC(=S)N(CCc1c(C)[nH]c2ccc(Cl)cc12)Cc1cccnc1
→ -2, /, 9, /, 1, 7, 15, 11
Cc1ccc(S(=O)(=O)N(C)C[C@@H]2Oc3c(NC(=O)Nc4ccc(F)cc4)cccc3C(=O)N([C@H](C)CO)C[C@H]2C)cc1
→ -8, 2, -13, 11, 0, 7, -4, /
CN(Cc1cccs1)C(=O)CCNS(=O)(=O)c1ccc(Br)cc1
→ 0, 1, -7, -3, -2, -4, 9, -1
COC1CCN(C(=O)CC2C(=O)NCCN2CC2CCCCC2)CC1 (centres undefined)
→ 2, /, 0, /, 4, -2, 1, /
O=S(=O)(Nc1ccccn1)c1cccs1
→ 3, /, 9, 5, 6, -4, 2, -9
CCNC(=S)N1CCN=C1Nc1nc(C)cc(C)n1
→ 8, /, 5, -12, -2, 3, -16, 4
CCOC(=O)N1CCN(c2ccc(S(=O)(=O)N3CCOCC3)cc2[N+](=O)[O-])CC1
→ 0, /, 7, /, 0, 2, -10, 3
Cc1cccc(CN2CCSCCS2(=O)=O)c1
→ 3, /, 2, /, 1, -4, 1, -5
Cc1noc(C)c1NC(=O)N(C)C[C@H]1OCCCC[C@H](C)Oc2ccc(NS(=O)(=O)c3cccs3)cc2C(=O)N([C@@H](C)CO)C[C@H]1C
→ 0, 0, 4, 9, 0, 2, -8, /
N#Cc1c(C(F)(F)F)cc(-c2ccc(F)cc2)[nH]c1=O
→ 11, /, -6, 2, 2, 5, 9, 2
COc1ccc(N(C(=O)CNC(=O)c2ccco2)C(C(=O)NCC2CCCO2)c2ccccc2)cc1 (centres undefined)
→ 5, 4, 2, 1, 4, -2, 0, -6
CCN/N=C(\Cc1nc2ccccc2[nH]1)c1ccccc1
→ -2, /, -47, /, -3, -24, -1, 4
Oc1ccc(Br)cc1/C=N/n1c(-c2ccccc2)n[nH]c1=S
→ -4, -7, 13, 0, 0, 15, 20, 4
CCOC(=O)[C@H](CCc1ccccc1)N[C@H]1CCc2ccccc2N(CC(=O)O)C1=O
→ 3, 7, 29, -1, -1, 1, -24, -1
Cc1ccc(S(=O)(=O)N[C@H]2CC[C@H](CCNC(=O)C3CC3)O[C@H]2CO)cc1
→ -17, -1, 6, 2, -3, 8, /, -6
O=C(Cn1nc(Cc2cccnc2)c2ccccc2c1=O)Nc1ccc2c(c1)OCO2
→ -3, 8, 2, /, 2, -4, 21, -2
CC(Sc1nnnn1-c1ccccc1)C(=O)Nc1ccc(N2CCN(C)CC2)cc1 (centres undefined)
→ 2, 1, -4, -4, -7, 2, 9, 0
COc1ccc2c(c1)C=C(CN1CCN(C(C)C)C(CCO)C1)CO2 (centres undefined)
→ -6, 4, -7, 2, -1, 10, -15, 2
C[C@H]1C=C(C(=O)Nc2ccccc2)O[C@@H](OCc2ccc(CO)cc2)C1
→ 13, 12, /, -10, 5, -8, -77, /

Exported comma-delimited: part of the list above.
Structure,S100A4 inh HTS,PglD DTNB,LGR2 antag,PGC1a acetyl inh,ERAP1 inh,EWS-Fli inh,PAX8 reporter,FN deposit inh
O=C(O)c1cc(/C=C/c2ccc(N3CCOCC3)cc2)nc2ccccc12,-9,/,69*,/,2,-5,-9,3
Cc1cc(C(=O)Nc2cccc3c2O[C@@H](CN(C)Cc2ccncc2)[C@@H](C)CN([C@@H](C)CO)C3=O)n(C)n1,0,-6,12,4,-3,7,-10,/
O=C(NCCN1CCOCC1)c1ccc2c(c1)N(Cc1cccc(Cl)c1)C(=O)c1ccccc1S2(=O)=O,-1,2,-2,-19,2,7,-2,1

From PubChem BioAssay

Hits appear at their usual frequency. Share with any hit: about 2.1%.
